Vif-A3F inh = inhibitors of Vif-A3F interaction; Potency, µM (titrated, usually from 46.1 µM), for the others: at the top dose activity, negative = active; 390,000 compounds, 0.2% hits; AID 602313; HeLa A3F-eYFP + Vif (tagged APOBEC3F with the HIV-1 protein that degrades it), YFP fluorescence increase; also: potency is read from the fitted curve at half-maximal effect; % of control where 0% means no effect; nearly all actives have a fitted effect of over 65% in size
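HeLa cells stably expressing A3F-eYFP plus Vif, plated and incubated overnight at 37 deg C, then exposed to compounds overnight at 37 deg C. Blocked degradation read as raised yellow fluorescence (Ex 488/Em 500-530).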
D2 PAM = positively modulates the human D2 dopamine receptor allosterically; AID 485347; potentiation, % at 10 µM; HEK293 T-REx D2, calcium flux, EC20 dopamine potentiation; 340,000 compounds, 0.34% hits;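 active = potentiation over 3 SD above the plate norm, cut at about 30% in these data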; also: 0% is about no effect
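Potentiation of an EC20 dopamine calcium response measured kinetically over 180 s, after a preceding 180 s compound-only read flagging agonists. Cells: inducible Hek293 Trex D2 line, 4000/well, cultured overnight at 30 C before dye loading.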
Glioma ERSR ind = ER stress response induction in glioma; AID 602332; U87-MG GRP78 promoter luciferase reporter, 16 h; Potency, µM, inactives show at the highest dose activation, usual class: activators; 420,000 compounds, 0.02% hits; also: potency is read from the fitted curve at half-maximal effect; series mostly up to about 76 µM; % of control where 0% means no effect; nearly all actives have a fitted effect of over 35% in size
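Stably transfected U87-MG glioma cells carrying a GRP78-based luciferase sensor; 16 h compound incubation. Luminescence end-point read 10 min after Bright-Glo addition at room temperature.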
RXFP1 agonist = RXFP1 (human) receptor agonism. AID 2676. Potency, µM (highest dose often 57.5 µM), for the others: top-dose activation, hits mostly activators. HEK293T-RXFP1 cAMP TR-FRET, 30 min; response scale: percent of porcine relaxin response, buffer zero. Q9HBX9. 370,000 compounds, 0.3% hits; also: potency is read from the fitted curve at half-maximal effect; % is scaled to controls: 0 for no effect and ±100 for the full control effect; nearly all actives have a fitted effect of over 60% in size; many of its hits are not listed in these tables
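HEK293T cells stably expressing RXFP1 were pretreated with the PDE4 inhibitor Ro 20174, exposed to compounds for 30 min at 37C, lysed, and cAMP was read by TR-FRET. Data normalized to buffer (basal) and 29 nM porcine relaxin (100%).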
D1 antag = human D1 dopamine receptor antagonism; P21728; HEK293 TREx D1 cells, calcium flux, dopamine EC80; hits give low values; activity change, negative = inhibition, % at 10 µM; 360,000 compounds, 3.2% hits; AID 504652; in the data active = activity change below about -30%; also: % is scaled to controls: 0 for no effect and ±100 for the full control effect
Target sequence (P21728 whole entry, looked up): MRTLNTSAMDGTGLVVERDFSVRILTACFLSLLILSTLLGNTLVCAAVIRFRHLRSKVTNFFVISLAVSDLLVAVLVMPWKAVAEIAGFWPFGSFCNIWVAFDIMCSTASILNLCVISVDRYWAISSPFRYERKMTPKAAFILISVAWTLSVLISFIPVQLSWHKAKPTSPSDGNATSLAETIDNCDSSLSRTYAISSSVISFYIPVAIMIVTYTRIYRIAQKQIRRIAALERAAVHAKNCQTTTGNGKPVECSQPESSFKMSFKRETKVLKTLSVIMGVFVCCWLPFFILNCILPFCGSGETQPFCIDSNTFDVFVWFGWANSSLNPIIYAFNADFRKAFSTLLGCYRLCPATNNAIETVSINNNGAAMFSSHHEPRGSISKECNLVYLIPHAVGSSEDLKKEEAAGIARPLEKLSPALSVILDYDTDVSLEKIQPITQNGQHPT
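Allosteric or orthosteric antagonism assessed as attenuation of the calcium response to EC80 dopamine, added 180 s after compound, in induced HEK293 Trex D1 cells loaded with no-wash calcium dye.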
Vif-A3G inh = Vif-A3G binding inhibition. Q9HC16. Potency, µM (series often up to 46.1 µM), without a hit: at the highest dose activity, negative = active, actives largely listed as inhibitors. 410,000 compounds, 0.076% hits. AID 602310. HeLa A3G-eYFP + Vif (tagged APOBEC3G with the HIV-1 protein that degrades it), YFP fluorescence, overnight;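 also: potency is read from the fitted curve at half-maximal effect; % is scaled to controls: 0 for no effect and ±100 for the full control effect; nearly all actives have a fitted effect of over 60% in size; hits raise eYFP signal because A3G escapes Vif-driven loss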
Target sequence (Q9HC16 whole entry, looked up): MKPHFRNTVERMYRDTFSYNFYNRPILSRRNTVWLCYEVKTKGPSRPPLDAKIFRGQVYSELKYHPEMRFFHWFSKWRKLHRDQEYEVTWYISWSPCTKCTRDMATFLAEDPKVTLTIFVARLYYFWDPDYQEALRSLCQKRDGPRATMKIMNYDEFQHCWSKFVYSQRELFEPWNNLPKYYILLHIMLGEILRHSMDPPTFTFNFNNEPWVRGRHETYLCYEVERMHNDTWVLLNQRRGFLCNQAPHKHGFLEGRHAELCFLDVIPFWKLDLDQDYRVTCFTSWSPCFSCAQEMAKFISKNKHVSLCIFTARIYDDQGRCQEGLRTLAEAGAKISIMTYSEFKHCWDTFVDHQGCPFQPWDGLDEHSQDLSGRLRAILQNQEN
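Read-out is eYFP fluorescence (Ex 488/Em 500-530) from Vif-expressing HeLa A3G-eYFP cells; more signal means A3G escaped Vif-mediated degradation. Cells plated overnight, compound pinned in, incubated overnight at 37 deg C.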
D1 potentiator = enhances dopamine response at the human D1 receptor. potentiation, % at 10 µM. AID 504651. P21728. 360,000 compounds, 0.036% hits. HEK293 TREx D1 cells, calcium flux, dopamine EC20 potentiation; in the data active = potentiation above about 30%; also: 0% is about no effect
D1 ag = activates the human D1 dopamine receptor; 360,000 compounds, 1% hits; activation, % at 2 µM; HEK293 T-REx D1 cells, calcium flux, agonist mode; P21728; in the data active = activation above about 30%; also: 0% is about no effect
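Agonism was scored from calcium flux recorded over 180 s (1 read/s) after pintool compound addition, following a 10-cycle baseline. Cells were inducible force-coupled HEK293 TREx D1, plated overnight at 30 C and loaded with no-wash calcium dye.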
RXFP1 antagonist = antagonists of human relaxin receptor RXFP1 | Q9HBX9 | activity change, negative = inhibition, % at 57.5 µM | AID 1259400 | HEK293-RXFP1, relaxin-stimulated cAMP HTRF, 30 min; hits give low values | 350,000 compounds, 0.59% hits;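 active = activity change of -60% or lower, but not beyond a set lower limit; inconclusive = change between -60% and -40%, or beyond the set limit; inactive = change above -40%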; also: % is scaled to controls: 0 for no effect and ±100 for the full control effect
Starred values were filed as active, the others as inactive; ? = inconclusive; · = not tested or not shown; & = joins results of further samples. Unless noted, calls follow the shape of the dose curve; as a rule, active = well fitted curve in the direction sought with a large enough effect; inconclusive = small, poorly fitted or top-dose-only effect, or another doubt; inactive = no such curve, though single readings can be large; an effect the other way counts as inactive or inconclusive.

#1 CN(CCCNC(=O)C1CCC(CNS(=O)(=O)c2ccccc2)CC1)Cc1ccccc1 (stereo not drawn)
#2 CCn1cc(C(=O)NCCCN(CC(C)C)CC(C)C)c(=O)c2cc(S(=O)(=O)N3CCOCC3)ccc21
#3 Cc1cc2nc(-c3ccc[nH]c3=O)n(Cc3ccc(F)cc3)c2cc1C
#4 COC(=O)C1(Cc2cc(-c3ccccc3)no2)CCN(C(=O)OC(C)(C)C)CC1
#5 CN=c1oc2ccc(Cl)cc2cc1C(N)=O
#6 CCn1c(C)c(C)c2cc(C(=O)NCCCN3CCCCC3)ccc21
#7 CC(NC(=O)c1ccco1)C12CC3CC(CC(C3)C1)C2 (stereo not drawn)
#8 C=CCn1c(-c2cccc([N+](=O)[O-])c2)n[nH]c1=S
#9 CCc1c(C)sc(NC(=O)c2ccco2)c1C(=O)N1CCOCC1
#10 CCC(CC)=NNc1ccc([N+](=O)[O-])cc1[N+](=O)[O-]
entry no.,1,2,3,4,5,6,7,8,9,10
Vif-A3F inh,-8%,0%,8%,-1%,-1%,-2%&2%,0%,1%,0%,12%
D2 PAM,3,4,-10,2,-15,-19&-18,11,·,1,15
Glioma ERSR ind,-1%,0%,2%,3%,-3%,-5%&1%,-5%,-4%,-1%,-1%
RXFP1 agonist,0.7%,-0.6%,9.4%,-2.8%,-0.4%,-8.4%&-2.9%,-0.2%,2.0%,0.1%,-1.3%
D1 antag,0,17,-11,-8,-9,4&1,-1,-24,-1,2
Vif-A3G inh,1%,1%,0%,-2%,-4%,-3%&1%,2%,0%,-3%,-2%
D1 potentiator,-6,2,-1,1,0,-2&-6,2,-2,-2,1
D1 ag,2,1,4,2,0,2&2,2,3,3,1
RXFP1 antagonist,-21,-11,5,·,1,16&-15,-1,-17,11,10

#11 O=c1[nH]c2ccccc2s1
#12 c1cnc(Oc2ccc(-c3nnco3)cc2)cn1
#13 CSC1=NC2(CCN(C(=O)NC3CCCCC3)CC2)N=C1c1ccc(C)cc1
#14 COc1ccc(NC(=O)c2ccc3c(=O)n(Cc4ccco4)c(=S)[nH]c3c2)c(OC)c1
#15 COc1cccc(C(=O)Nc2ccc(-n3nncc3C(C)(C)C)cc2)c1
#16 COC(=O)CC(c1ccc(C#N)cc1)n1c(C)ccc1C (stereo not drawn)
#17 COc1ccccc1OCC(=O)N/N=C1/C=C(C)CC1
#18 CCCOc1ccc(C2CC(=O)NC2=O)cc1 (stereo not drawn)
#19 COc1cc(/C=C(\NC(C)=O)C(=O)Nc2ccccc2C)ccc1OC(C)=O
#20 O=C(CSc1nc2cc(Cl)ccc2o1)N1CCOCC1
entry no.,11,12,13,14,15,16,17,18,19,20
Vif-A3F inh,-11%,0%,3%,6%,-8%,-24%,-6%,1%,3%,-1%
D2 PAM,-6,·,4,-9,-1,-1,-20,3,·,-11
Glioma ERSR ind,-1%,2%,0%,-6%,3%,-3%,-1%,0%,-4%,7%
RXFP1 agonist,0.3%,-0.1%,-2.7%,-0.1%,1.1%,2.2%,0.0%,-0.4%,7.9%,1.5%
D1 antag,0,4,0,-1,-21,-7,-5,22,-23,-12
Vif-A3G inh,-1%,-5%,0%,1%,-3%,0%,7%,-2%,-8%,-7%
D1 potentiator,-2,-4,1,-2,-2,-4,1,3,-4,-4
D1 ag,0,2,-1,2,8,-1,2,1,5,-3
RXFP1 antagonist,8,-12,-1,0,-4,0,7,0,-13,-1

#21 CC(NC(=O)COC(=O)Cc1ccc(-c2ccccc2)cc1)c1ccccc1 (stereo not drawn)
#22 c1ccc(OCCSc2nc3ccccc3o2)cc1
#23 C=CCOc1cccc(NC(=O)c2ccccc2SC)c1
#24 Cc1cc(Cl)ccc1OCCCC(=O)NCCCn1ccnc1
#25 CC(C)c1ccc(-n2c(-c3ccccc3)c[n+]3c2CCc2ccccc2-3)cc1
#26 COc1ccc(C(=O)CC(=O)c2ccccc2O)cc1OC
#27 Cc1cc(C)cc(NC(=O)CSc2nnc(-c3ccccc3C)o2)c1
#28 NS(=O)(=O)c1ccc(NS(=O)(=O)c2ccc(NC(=S)Nc3ccccc3)cc2)cc1
#29 COc1ccc(C(=O)N2CCC(C(=O)c3ccc(F)cc3)CC2)cc1
#30 Cc1cc(S(=O)(=O)C(CNC(=O)c2ccc(OC(C)C)cc2)c2cccs2)ccc1F (stereo not drawn)
entry no.,21,22,23,24,25,26,27,28,29,30
Vif-A3F inh,-16%,1%,4%,2%,10%,8%,-4%,-4%,-6%,0%
D2 PAM,1,3,9,0,·,1,-1,7,-10,5
Glioma ERSR ind,-2%,3%,4%,1%,-8%,4%,0%,-4%,-4%,0%
RXFP1 agonist,0.1%,0.4%,0.7%,0.2%,-0.5%,-0.3%,0.1%,1.7%,1.1%,-0.9%
D1 antag,19,-8,12,1,-5,0,-20,2,-24,-74*
Vif-A3G inh,-1%,1%,-6%,2%,-4%,2%,-4%,0%,1%,5%
D1 potentiator,-4,-3,-4,-3,-5,0,2,5,-6,-1
D1 ag,7,2,0,1,2,0,27,0,6,1
RXFP1 antagonist,-6,8,-4,8,-15,16,-10,-12,-11,7

By substructure: the compounds so far containing a tert-butyl group
#4 COC(=O)C1(Cc2cc(-c3ccccc3)no2)CCN(C(=O)OC(C)(C)C)CC1
#15 COc1cccc(C(=O)Nc2ccc(-n3nncc3C(C)(C)C)cc2)c1
entry no.,4,15
Vif-A3F inh,-1%,-8%
D2 PAM,2,-1
Glioma ERSR ind,3%,3%
RXFP1 agonist,-2.8%,1.1%
D1 antag,-8,-21
Vif-A3G inh,-2%,-3%
D1 potentiator,1,-2
D1 ag,2,8
RXFP1 antagonist,·,-4

Further records.
#31 CN(C)C(CNS(=O)(=O)c1ccc(F)cc1)c1cccnc1 (stereo not drawn)
#32 CN(Cc1cnn(C)c1)C(=O)C1CCC(=O)N(C2CCCCCC2)C1 (stereo not drawn)
#33 CS(=O)(=O)N1CCC(C(=O)NCc2ccco2)CC1
#34 CC(=O)C(Sc1ccc2nnc(-c3ccc(C)cc3)n2n1)C(C)=O
#35 O=C1C(=O)N(CCO)C(c2ccccc2[N+](=O)[O-])/C1=C(\O)c1ccccc1 (stereo not drawn)
#36 COc1ccc(N2CCCn3c2nc2c3c(=O)n(Cc3ccccc3F)c(=O)n2C)cc1
#37 COc1ccccc1/C=C/c1nc(S(=O)(=O)c2ccccc2)c(N(C)C)o1
#38 O=c1[nH]c2cc3c(cc2cc1CN(Cc1nnnn1CC1CCCO1)C1CCCC1)OCO3 (stereo not drawn)
#39 C[C@H](CO)N1C[C@H](C)[C@@H](CN(C)S(=O)(=O)c2ccccc2)OCCCC[C@H](C)Oc2ccc(NC(=O)CCC(F)(F)F)cc2C1=O
#40 Fc1ccc(Nc2nc(SCc3ccccc3Cl)nc3ccccc23)cc1
entry no.,31,32,33,34,35,36,37,38,39,40
Vif-A3F inh,-12%,4%,-4%,3%,11%,·,0%,3%,6%,?
D2 PAM,-1,13,3,·,12,1,0,-8,·,11
Glioma ERSR ind,4%,-1%,-2%,-3%,5%,·,-4%,-3%,-2%,7%
RXFP1 agonist,0.5%,-3.8%,0.3%,5.9%,-0.3%,3.3%,11%,-3.0%,·,-0.4%
D1 antag,-19,4,5,16,4,17,-3,2,·,-7
Vif-A3G inh,-6%,1%,0%,-2%,-2%,·,-6%,3%,-2%,-3%
D1 potentiator,1,2,-7,-4,-2,3,-2,9,·,-2
D1 ag,-1,1,5,1,2,-1,2,9,·,4
RXFP1 antagonist,0,-5,3,·,-6,·,-9,·,-10,-23

#41 CN(C)CCCNC(=O)C1CCNCC1
#42 NC(=O)c1ccc(NCCCN2CCOCC2)c([N+](=O)[O-])c1
#43 CCN1c2ccccc2-c2nc(SCC(=O)Nc3cc(OC)cc(OC)c3)ncc2S1(=O)=O
#44 COC(=O)c1ccc(NC(=O)CN2C(=O)CC(c3ccccc3)Sc3ccccc32)cc1 (stereo not drawn)
#45 Cc1noc(NS(=O)(=O)c2ccc(NC(=O)CSc3n[nH]c(-c4ccccc4)n3)cc2)c1C
#46 Cc1ccc(-c2ncns2)cc1
#47 Cn1c(=O)c2[nH]c(N3CCN(c4ccccc4)CC3)nc2n(C)c1=O
#48 CCN1CCCC1CNC(=O)Cn1nc(C)n2c(cc3cc(F)ccc32)c1=O (stereo not drawn)
#49 O=C(C1CCN(S(=O)(=O)c2ccccc2)CC1)N1CCCCCC1
#50 CCOC(=O)CC(N)c1ccc(OC)cc1 (stereo not drawn)
#51 COc1ccc(OC)c(-c2csc(NC(=O)c3ccc(F)cc3)n2)c1
#52 O=C(Nc1ccc(Br)cc1)c1ccc(-n2cnnn2)cc1
#53 CCN(CC)CCNC(=O)COc1ccc(Cl)cc1Cl
entry no.,41,42,43,44,45,46,47,48,49,50,51,52,53
Vif-A3F inh,-7%,1%,0%,10%,-2%,-1%,-6%,6%,-7%,-5%,-16%,12%,-6%
D2 PAM,-3,0,-1,22,14,-15,-3,5,-1,-9,8,16,5
Glioma ERSR ind,-1%,-3%,-1%,1%,-1%,0%,-5%,-6%,-3%,-2%,4%,-4%,-3%
RXFP1 agonist,0.2%,-1.6%,18%,0.0%,1.7%,0.9%,1.4%,-0.2%,0.6%,2.0%,-0.1%,3.8%,3.0%
D1 antag,-16,9,6,1,-4,4,·,10,2,-69*,-15,9,10
Vif-A3G inh,-1%,1%,-2%,-2%,1%,0%,4%,1%,0%,0%,-12%,1%,3%
D1 potentiator,6,16,0,-4,-5,0,-10,3,6,-10,0,-8,1
D1 ag,0,1,0,0,2,3,15,3,1,-2,2,0,3
RXFP1 antagonist,0,-6,-7,·,7,5,3,13,-4,10,2,-15,12

Three entries drawn at random from the list so far, as already listed:
#45 Cc1noc(NS(=O)(=O)c2ccc(NC(=O)CSc3n[nH]c(-c4ccccc4)n3)cc2)c1C
#52 O=C(Nc1ccc(Br)cc1)c1ccc(-n2cnnn2)cc1
#51 COc1ccc(OC)c(-c2csc(NC(=O)c3ccc(F)cc3)n2)c1
entry no.,45,52,51
Vif-A3F inh,-2%,12%,-16%
D2 PAM,14,16,8
Glioma ERSR ind,-1%,-4%,4%
RXFP1 agonist,1.7%,3.8%,-0.1%
D1 antag,-4,9,-15
Vif-A3G inh,1%,1%,-12%
D1 potentiator,-5,-8,0
D1 ag,2,0,2
RXFP1 antagonist,7,-15,2

The list is partial; rates above refer to the full screens.
